Bioassay records as filed in PubChem.
LRH-1 inv ag: LRH-1 (NR5A2) inverse agonists, primary screen, cell-based, luminescence, HEK293T, StAR-luciferase reporter. Nuclear receptor subfamily 5 group A member 2 (Homo sapiens), O00482. LRH-1 transfected, 24 h. inhibition, % at 3.6 µM. actives 0.13% (n = 360,000);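 active means inhibition above the mean inhibition of all tested compounds plus 3 SD, cut at about 73% in these data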;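 further: 0% = DMSO wells and 100% = reporter-only cells lacking LRH-1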
TLR9-MyD88 inh: inhibitors of TLR9-MyD88 association in cells, primary screen, cell-based, CHO, BLA complementation, fluorescence; Toll-like receptor 9 (Homo sapiens) + Myeloid differentiation primary response protein …; CCF4 FRET ratio; inhibition, % at 4.98 µM; actives 0.21% (n = 340,000); AID 504734, 2011;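 active means inhibition above the mean over all tested compounds plus 3 SD, cut at about 21% in these data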;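 further: 0% = DMSO only wells and 100% = clavulanate BLA inhibitor control wells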
NCOA2 inhibitor: inhibition of GAL4-SRC2 driven luciferase reporter, primary screen, SRC2 inhibitor project, cell-based, luminescence. actives 0.17% (n = 370,000). HEK293 GAL4-SRC2 luciferase reporter. Nuclear receptor coactivator 2 (Homo sapiens), Q15596. inhibition, % at 9 µM;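 active means inhibition above the mean inhibition of all tested compounds plus 3 SD, set per campaign, cut at about 52% in these data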;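 further: 0% = DMSO treated cells and 100% = cells given Gossypol at 36 µM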
C8 TRAIL sens: viability loss with TRAIL in NB7+C8 cells, primary screen, TRAIL sensitizer project, cell-based, ATPlite luminescence; actives 1% (n = 360,000); inhibition (viability loss, TRAIL sensitization), % at 10 µM; AID 624354, 2012;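 active means compounds causing at least 50% loss of cell viability in the single-dose screen, relative to plate controls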
COUP-TFII inh: NR2F2 transcriptional activity inhibitors, primary screen, cell-based, luciferase reporter, HEK293T, luminescence; COUP transcription factor 2 (Homo sapiens), P24468; HEK293T NGFI-A luciferase reporter; inhibition, % at 8.6 µM; actives 0.7% (n = 370,000); AID 686940, 2013;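 active means inhibition above a per-plate cutoff, mean inhibition of test wells between control levels plus 3 SD, cut at about 38% in these data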;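 further: cells cotransfected with COUP-TFII expression vector driving the NGFI-A reporter; 0% = median of COUP-TF2 test wells and 100% = reporter-only cells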
Target sequence (P24468 whole entry, looked up): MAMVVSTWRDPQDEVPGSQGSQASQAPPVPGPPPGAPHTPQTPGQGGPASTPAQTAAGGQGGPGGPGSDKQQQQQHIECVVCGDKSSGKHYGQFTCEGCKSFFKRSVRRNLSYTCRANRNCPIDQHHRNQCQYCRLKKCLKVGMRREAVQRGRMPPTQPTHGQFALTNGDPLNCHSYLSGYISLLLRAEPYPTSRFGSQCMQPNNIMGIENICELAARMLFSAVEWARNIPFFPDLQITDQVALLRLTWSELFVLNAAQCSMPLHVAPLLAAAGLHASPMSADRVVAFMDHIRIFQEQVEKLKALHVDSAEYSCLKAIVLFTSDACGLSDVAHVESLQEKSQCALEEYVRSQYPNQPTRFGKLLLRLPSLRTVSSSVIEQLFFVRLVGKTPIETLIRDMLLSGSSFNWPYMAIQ
SRC3 inh: SRC3 coactivator transcriptional activity inhibitors, primary screen, cell-based, luminescence | inhibition, % at 3.6 µM | AID 588352, 2011 | HEK293 GAL4-SRC3 luciferase reporter | actives 0.17% (n = 360,000) | Nuclear receptor coactivator 3 (Homo sapiens), Q9Y6Q9;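 active means inhibition above a per-campaign cutoff, the mean of all compounds plus 3 SD, cut at about 60% in these data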;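 further: 0% = DMSO-treated cells and 100% = gossypol-treated cells at 36 µM; higher means less SRC3-driven luciferase light from the GAL4 reporter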
EBV LMP1 NFkB: EBV LMP1-driven NF-kappaB luciferase reporter inhibitors, primary screen, cell-based, luminescence, single point; LMP1-induced NF-kappaB luciferase reporter cells; inhibition, % at 12.5 µM; actives 0.69% (n = 350,000); AID 504558, 2011; in the data active means inhibition above about 41%;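 further: 0% = neutral control wells and 100% = reference inhibitor control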
Vif inh: HIV Vif self-association inhibitors, primary screen, imaging, HEK293T, single point. HEK293T cells, Vif self-association by quenched fluorescence, 24 h. inhibition, % at 7.49 µM. actives 0.35% (n = 340,000). AID 602346, 2012; in the data active means inhibition above about 50%, passing the limit was not always enough; further: some results filed as inactive read as strong as hits
TROY signal inh: inhibitors of TROY-driven NF-kB signaling, primary screen, Q293 LMP1-TROYcd cells, NF-kB luciferase, uHTS; Q293 LMP1-TROYcd NF-kB luciferase reporter, 4 h; inhibition, % at 10 µM; actives 0.98% (n = 360,000);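 active means compounds whose plate-normalised and pattern-corrected inhibition of the luciferase reporter signal at the single screening dose is 50% or more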
NOD2-RIPK2 inh: NOD2-RIPK2 binding disruptors in cells, primary screen, fluorescence, CHO cells, BLA complementation. Receptor-interacting serine/threonine-protein kinase 2 (Homo sapiens), O43353. CCF4 ratio. inhibition, % at 4.98 µM. actives 0.38% (n = 360,000). AID 624267, 2012; in the data active means inhibition above about 21%;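 further: 0% = vehicle only and 100% = reference blocker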
Target sequence (O43353 whole entry, looked up): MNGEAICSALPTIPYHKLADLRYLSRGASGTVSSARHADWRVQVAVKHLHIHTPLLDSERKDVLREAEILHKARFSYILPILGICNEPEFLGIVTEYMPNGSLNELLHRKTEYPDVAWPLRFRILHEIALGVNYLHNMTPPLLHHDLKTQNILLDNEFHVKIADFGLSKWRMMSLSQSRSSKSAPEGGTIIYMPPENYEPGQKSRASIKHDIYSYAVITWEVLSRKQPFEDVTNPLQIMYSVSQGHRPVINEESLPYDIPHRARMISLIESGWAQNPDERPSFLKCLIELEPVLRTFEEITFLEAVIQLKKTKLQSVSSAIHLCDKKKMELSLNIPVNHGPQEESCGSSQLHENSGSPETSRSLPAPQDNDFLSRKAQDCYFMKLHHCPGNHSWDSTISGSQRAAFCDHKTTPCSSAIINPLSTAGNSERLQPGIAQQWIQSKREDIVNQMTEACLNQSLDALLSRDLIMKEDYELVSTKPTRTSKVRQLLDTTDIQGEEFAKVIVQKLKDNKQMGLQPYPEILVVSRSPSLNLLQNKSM
NCOA1 inh: SRC1 coactivator transcriptional activity inhibitors, primary screen, cell-based, luminescence | Nuclear receptor coactivator 1 (Homo sapiens), Q15788 | actives 0.12% (n = 360,000) | HEK293 GAL4-SRC1 luciferase reporter | inhibition, % at 3.6 µM;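 active means inhibition above the campaign mean plus 3 SD, with each screening campaign given its own cutoff, cut at about 60% in these data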;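 further: 0% = DMSO treated cells and 100% = gossypol at 36 µM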
Active calls of the source: *; x = not tested or not shown.

SMILES | LRH-1 inv ag | TLR9-MyD88 inh | NCOA2 inhibitor | C8 TRAIL sens | COUP-TFII inh | SRC3 inh | EBV LMP1 NFkB | Vif inh | TROY signal inh | NOD2-RIPK2 inh | NCOA1 inh
Cc1nnc(NC(=O)c2ccc(S(=O)(=O)N3CC(C)CC(C)C3)cc2)o1 (stereo not drawn) | -14 | -9 | -1 | 19 | -14 | 3 | 3 | 8 | 28 | -4 | -2
COc1cc(NS(=O)(=O)c2csc(C(N)=O)c2)cc(OC)c1 | 9 | -8 | 0 | 4 | -6 | 1 | -4 | x | -6 | -1 | 11
CCCCC(C(=O)O)C(C)CC(=O)Nc1cccc(C(=O)O)c1 (stereo not drawn) | 2 | 1 | 7 | -3 | 5 | 5 | 1 | 5 | 10 | 8 | 0
COc1ccc(NC(=O)c2ccc(S(=O)(=O)N3CCOCC3)cc2)c(OC)c1 | -4 | -3 | -13 | -3 | 7 | 10 | -8 | 12 | 9 | 2 | -3
CCOc1ccc(S(=O)(=O)N2CCN(C(=O)c3ccc(-n4cncn4)c([N+](=O)[O-])c3)CC2)cc1 | 12 | -9 | 8 | -5 | -5 | -16 | 15 | 3 | 8 | -15 | -8
O=C(Cn1ccc2ccccc2c1=O)NCC(=O)N1CCCCC1 | -1 | -6 | -23 | -16 | -10 | 0 | -4 | 23 | -9 | -18 | 13
COC(=O)/C=C(\C)NC(=O)c1cccs1 | -4 | 0 | -29 | 10 | -5 | -5 | -1 | -2 | -10 | -1 | -2
O=[N+]([O-])c1ccc(Cl)c(/C=N/N2CCN(C3c4ccccc4-c4ccccc43)CC2)c1 | -13 | -9 | 0 | -17 | -17 | 10 | 7 | 19 | -15 | 5 | -4
O=C(CSc1nnc(-c2ccc(Cl)cc2)n1CC1CCCO1)NC1CCS(=O)(=O)C1 (stereo not drawn) | 16 | 1 | -12 | 13 | 14 | 11 | 4 | 3 | -27 | -1 | 19
Clc1ccc(CN2CCN(c3ncccn3)CC2)cc1Cl | -3 | -9 | -7 | -1 | 13 | -5 | 5 | -2 | 19 | -7 | 6
COc1ccc(CN(C)C[C@H]2OCc3cnnn3CCCC(=O)N([C@H](C)CO)C[C@@H]2C)cc1 | -2 | -3 | 6 | 2 | -11 | 4 | 2 | 6 | -1 | -12 | -9
CC1CCC(CN2CCN=C2N(C)C)CC1 (stereo not drawn) | -4 | -3 | -1 | 4 | -11 | -18 | 0 | 5 | -9 | 11 | -9
COc1cc(C(=O)OCc2ccc(C)cc2)cc(NC(=O)c2cccs2)c1OC | 20 | 3 | -34 | 5 | 11 | 14 | 9 | 3 | -16 | -6 | 2
Cn1c(=O)c2c(nc(Cc3ccccc3)n2C)n(C)c1=O | 9 | 8 | -6 | -5 | -6 | -11 | 11 | x | 2 | 3 | -10
COc1cccc(C2C(C(N)=O)=C(C)Nc3nc(CCCO)nn32)c1OC (stereo not drawn) | 1 | 8 | 13 | 9 | 4 | 9 | -2 | 4 | -16 | 10 | 2

Part of the list above in order of molecular weight, highest first.
SMILES | LRH-1 inv ag | TLR9-MyD88 inh | NCOA2 inhibitor | C8 TRAIL sens | COUP-TFII inh | SRC3 inh | EBV LMP1 NFkB | Vif inh | TROY signal inh | NOD2-RIPK2 inh | NCOA1 inh
COc1ccc(NC(=O)c2ccc(S(=O)(=O)N3CCOCC3)cc2)c(OC)c1 | -4 | -3 | -13 | -3 | 7 | 10 | -8 | 12 | 9 | 2 | -3
Cn1c(=O)c2c(nc(Cc3ccccc3)n2C)n(C)c1=O | 9 | 8 | -6 | -5 | -6 | -11 | 11 | x | 2 | 3 | -10
CC1CCC(CN2CCN=C2N(C)C)CC1 (stereo not drawn) | -4 | -3 | -1 | 4 | -11 | -18 | 0 | 5 | -9 | 11 | -9

Continued.
SMILES | LRH-1 inv ag | TLR9-MyD88 inh | NCOA2 inhibitor | C8 TRAIL sens | COUP-TFII inh | SRC3 inh | EBV LMP1 NFkB | Vif inh | TROY signal inh | NOD2-RIPK2 inh | NCOA1 inh
Fc1ccc(-c2cc(-c3cccs3)cc(-c3ccccc3)n2)cc1 | -8 | -7 | 11 | -2 | -12 | 21 | -6 | -8 | -12 | -12 | 3
CCOc1cc(NS(C)(=O)=O)c(OCC)cc1NC(=O)c1cccs1 | 0 | 3 | 1 | -4 | 17 | 13 | 1 | -5 | -8 | 0 | -7
O=C(CCNC(=O)Cn1ccc2ccccc2c1=O)NCc1ccc(F)cc1Cl | 22 | -6 | -8 | -10 | -1 | -4 | 8 | 0 | 3 | -3 | -8
O=C(O)CC(NC(=O)COc1ccccc1)c1cccc([N+](=O)[O-])c1 (stereo not drawn) | 3 | x | 13 | -1 | -5 | 18 | -2 | 3 | -7 | -1 | -34
Cc1ccc(NC(=O)Cc2ccc(Cl)cc2)cc1S(=O)(=O)N1CCCCCC1 | -54 | 3 | -10 | 1 | 20 | -3 | 3 | -3 | 31 | 1 | -2
CCC(C)[C@H]1COCCS(=O)(=O)N1Cc1ccc(C)cc1 (stereo partly drawn) | 14 | -3 | -4 | 5 | 8 | 0 | -6 | x | -8 | 7 | 2
C=C1CC[C@@H]2[C@](C)(CO)[C@H](O)CC[C@@]2(C)[C@@H]1C/C=C1/C(=O)OCC1O (stereo partly drawn) | -5 | -2 | -2 | -3 | 1 | -16 | 8 | 2 | -12 | -6 | -5
COCCN(C(=O)COC(=O)c1ccc(Cl)s1)c1c(N)n(Cc2ccccc2)c(=O)[nH]c1=O | 6 | -1 | 11 | 3 | 7 | 17 | 0 | x | -4 | 2 | 11
COCCNC(=O)/C(C#N)=C/c1c(F)cccc1Cl | -10 | 0 | -19 | 4 | -8 | -7 | 0 | -1 | -51 | -4 | 5
CCOC(=O)c1[nH]c(C)c(C(=O)N2CCN(c3cccc(Cl)c3)CC2)c1C | -8 | 1 | 16 | -2 | 4 | 15 | 2 | 8 | 15 | 4 | 0
COc1ccc(-c2nc3c(Cl)cc(C(F)(F)F)cn3c2Cc2cccc(Cl)c2)cc1OC | -30 | x | -26 | -1 | -20 | x | x | x | 27 | -9 | x
CC(C)C(=O)Nc1sc2c(c1-c1nc3ccccc3[nH]1)CCCC2 | 30 | 1 | -31 | -8 | 9 | -12 | -9 | 2 | -34 | 0 | -15
CCOc1ccc2oc(C(=O)N3CCN(c4ccccc4OCC)CC3)c(C)c2c1 | -11 | 1 | -21 | -2 | 9 | 5 | -2 | -9 | 10 | 9 | -1
Cc1cc(C)nc(N2CCCC(C(=O)NC3CCCC3)C2)n1 (stereo not drawn) | 26 | -13 | 2 | 7 | 12 | 11 | 13 | x | 1 | 1 | 13
O=C(c1cccnc1)N(Cc1ccccc1)C(=O)c1cccnc1 | -9 | 2 | 2 | -3 | 11 | 14 | 2 | 13 | 0 | -7 | -3
CC1CC(=O)N(c2ccc(C(C)C)cc2)C(=O)C1 | 6 | -10 | 11 | 17 | 1 | 13 | -13 | 4 | 11 | 2 | 17
Cc1c(NC(=O)/C(C#N)=C/C2CC=CCC2)c(=O)n(-c2ccccc2)n1C (stereo not drawn) | -6 | 4 | -17 | 4 | 4 | 6 | 1 | 31 | -8 | 0 | -5
COc1c(/C=N/NC(=O)[C@H]2C[C@@H]2c2ccccc2)c(CCN(C)C(C)=O)cc2c1OCO2 | 1 | -3 | 14 | -18 | 3 | 15 | 12 | -10 | -3 | -6 | 0
CCCCCOc1ccc(C(=O)N(Cc2ccco2)C2CCS(=O)(=O)C2)cc1 (stereo not drawn) | -25 | -4 | -5 | -16 | -11 | -4 | 2 | x | 6 | 3 | 4
COC(=O)c1sccc1-n1cccc1C(=O)C(=O)N1CC(C)OC(C)C1 (stereo not drawn) | -2 | 0 | 11 | -16 | 8 | 5 | 5 | x | 9 | 2 | -4
Cn1c(=O)[nH]c(=O)c2c1nc(CN1CCN(c3ccccc3F)CC1)n2CC(N)=O | -5 | -12 | -14 | -3 | -9 | -32 | -10 | 0 | 13 | 1 | -19
O=S(=O)(Nc1ccc2c(c1)OCCO2)c1c(F)cccc1F | 8 | -2 | -32 | -14 | -15 | 9 | 3 | -14 | 1 | -5 | 10
O=C(N/N=C/c1cccn1-c1ccc([N+](=O)[O-])cc1)c1cccnc1 | 7 | 3 | 13 | 13 | 12 | 31 | 20 | -2 | -17 | 3 | 4
O=C(Cn1cccc1C(=O)c1ccccc1)NCc1ccco1 | -8 | -7 | 0 | -13 | -1 | -2 | 7 | 7 | x | -7 | 3
O=C(NCc1ccccc1Cl)c1ccccc1CCc1ccccc1 | 3 | 0 | 8 | 5 | -2 | 19 | -16 | 6 | -19 | -9 | 7
O=C1C=C(c2cccc(O)c2)CCC1 | -6 | 4 | -13 | 11 | 4 | 2 | -4 | 7 | -17 | 7 | 12
COc1ccc(S(=O)CC(=O)Nc2ccc(Cl)cc2Cl)cc1 (stereo not drawn) | -2 | -3 | -10 | -2 | 7 | 15 | 4 | 0 | -4 | -5 | -7
CC(C)(C)c1ccc(C(=O)N2CCCCCC2=O)cc1 | 57 | -1 | 87* | 0 | 86* | 51 | 39 | x | 32 | 3 | 44

A different layout for some results above.
Molecule	LRH-1 inv ag	TLR9-MyD88 inh	NCOA2 inhibitor	C8 TRAIL sens	COUP-TFII inh	SRC3 inh	EBV LMP1 NFkB	Vif inh	TROY signal inh	NOD2-RIPK2 inh	NCOA1 inh
COc1c(/C=N/NC(=O)[C@H]2C[C@@H]2c2ccccc2)c(CCN(C)C(C)=O)cc2c1OCO2	1	-3	14	-18	3	15	12	-10	-3	-6	0
CCCCCOc1ccc(C(=O)N(Cc2ccco2)C2CCS(=O)(=O)C2)cc1 (stereo not drawn)	-25	-4	-5	-16	-11	-4	2	x	6	3	4
COC(=O)c1sccc1-n1cccc1C(=O)C(=O)N1CC(C)OC(C)C1 (stereo not drawn)	-2	0	11	-16	8	5	5	x	9	2	-4

Profiles as entered above. Values in the order: LRH-1 inv ag | TLR9-MyD88 inh | NCOA2 inhibitor | C8 TRAIL sens | COUP-TFII inh | SRC3 inh | EBV LMP1 NFkB | Vif inh | TROY signal inh | NOD2-RIPK2 inh | NCOA1 inh
COc1ccc(S(=O)CC(=O)Nc2ccc(Cl)cc2Cl)cc1 (stereo not drawn) reads -2 | -3 | -10 | -2 | 7 | 15 | 4 | 0 | -4 | -5 | -7
CC(C)(C)c1ccc(C(=O)N2CCCCCC2=O)cc1 reads 57 | -1 | 87* | 0 | 86* | 51 | 39 | x | 32 | 3 | 44

A portion of the library (hit frequency here may not be typical).
